# Compound activity: PubChem, National Center for Advancing Translational Sciences (NCATS)
# Vif-APOBEC3G blk: inhibitors of Vif-APOBEC3G interaction; hit rate 0.076% among 410,000; HeLa A3G-eYFP + Vif (tagged APOBEC3G with the HIV-1 protein that degrades it), YFP fluorescence, overnight; Potency, µM (series often up to 46.1 µM), for inactives: at the highest dose activity, negative = active, usual class: inhibitors;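 note: potency is the fitted concentration of half-maximal effect; % is set by controls: 0 for no effect and ±100 for the full control effect; nearly all actives have a fitted effect of over 60% in size; hits raise eYFP signal because A3G escapes Vif-driven loss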
# Target sequence (Q9HC16 whole entry, looked up): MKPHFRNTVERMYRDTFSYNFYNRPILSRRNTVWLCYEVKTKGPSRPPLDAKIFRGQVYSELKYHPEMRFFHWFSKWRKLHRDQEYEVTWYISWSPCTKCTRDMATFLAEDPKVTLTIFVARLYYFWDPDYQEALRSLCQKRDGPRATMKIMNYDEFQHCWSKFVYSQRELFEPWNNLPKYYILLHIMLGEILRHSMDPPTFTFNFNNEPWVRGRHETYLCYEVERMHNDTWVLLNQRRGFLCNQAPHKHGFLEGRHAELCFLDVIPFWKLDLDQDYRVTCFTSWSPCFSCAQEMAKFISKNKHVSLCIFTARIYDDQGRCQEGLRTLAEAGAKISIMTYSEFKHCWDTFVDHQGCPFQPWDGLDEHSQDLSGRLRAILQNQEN
#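 HeLa cells stably expressing Vif and C-terminally eYFP-tagged A3G, seeded overnight at 37 deg C, then exposed to compound by pintool overnight at 37 deg C. Rise in yellow fluorescence (Ex 488/Em 500-530, Acumen) marks blocked Vif-driven A3G degradation.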
# TrxR1 substrate: rat thioredoxin reductase 1 substrate activity. hit rate 0.01% among 390,000. Potency, µM (doses to about 114 µM), inactives show top-dose activity change, negative = substrate turnover. purified TrxR1 substrate turnover, NADPH consumption readout. O89049; note: potency is the fitted concentration of half-maximal effect; % is set by controls: 0 for no effect and ±100 for the full control effect; nearly all actives have a fitted effect of over 50% in size
#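 Rat TrxR1, dispensed at 90 nM, was prereduced with 400 uM NADPH (final) for 5 min at ~22 deg C, then incubated with compound 15 min before 400 uM selenite. A first-read NADPH fluorescence drop versus no-compound background flagged substrates.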
# RXFP1 ag: RXFP1 (human) receptor agonism; Q9HBX9; AID 2676; Potency, µM (doses to about 57.5 µM), inactives show at the highest dose activation, actives largely listed as activators; HEK293T-RXFP1 cAMP TR-FRET, 30 min; response scale: percent of porcine relaxin response, buffer zero; hit rate 0.3% among 370,000; note: potency is the fitted concentration of half-maximal effect; % is set by controls: 0 for no effect and ±100 for the full control effect; nearly all actives have a fitted effect of over 60% in size; many of its hits are not listed in these tables
#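 Agonist response is measured as cAMP accumulation in an RXFP1-transfected HEK293T line under PDE4 inhibition. Values are scaled between buffer-only and 29 nM porcine relaxin, and EC50s come from standard Hill equation fits.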
# Vif-APOBEC3F blk: Vif-A3F binding inhibition; HeLa A3F-eYFP + Vif (tagged APOBEC3F with the HIV-1 protein that degrades it), YFP fluorescence increase; Potency, µM (doses to about 46.1 µM), without a hit: at the highest dose activity, negative = active; hit rate 0.2% among 390,000; AID 602313; note: potency is the fitted concentration of half-maximal effect; % of control where 0% means no effect; nearly all actives have a fitted effect of over 65% in size
#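 HeLa cells stably expressing Vif plus C-terminally eYFP-tagged A3F were seeded, incubated overnight at 37 deg C, dosed with compound, incubated overnight again at 37 deg C. Yellow fluorescence (Ex 488/Em 500-530) reported blocked Vif-mediated A3F-eYFP degradation.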
# mIDH1 inhibitor: human IDH1 R132H inhibition | AID 602179 | hit rate 0.093% among 390,000 | O75874 | IDH1-R132H enzyme, NADPH consumption, diaphorase/resazurin fluorescence | Potency, µM (doses to about 76.6 µM), for the others: at the top dose activity change, negative = inhibition, usual class: inhibitors; note: potency is the fitted concentration of half-maximal effect; % is set by controls: 0 for no effect and ±100 for the full control effect; nearly all actives have a fitted effect of over 65% in size
#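 IDH1-R132H (0.5 ug/mL dispensed) in pH 7.5 Tris buffer was preincubated 30 min with compound, then given a substrate mix of 0.016 mM NADPH and 2 mM alpha-KG for 80 min at room temperature; remaining NADPH was read by diaphorase/resazurin fluorescence.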
# LDHA inh: inhibitors of human lactate dehydrogenase A | purified LDHA, NADH/diaphorase-resazurin fluorescence; hits give low values | hit rate 0.15% among 480,000 | activity change, % (values are at about 110 or 230 µM) | AID 1347041; in the data active = activity change below about -30%; inconclusive = mostly about -25% to -30%;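 note: plate controls were DMSO wells for no effect and wells without enzyme for full effect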
#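 Enzyme activity of human lactate dehydrogenase 5 (2 nM; 0.06 mM NADH, 0.2 mM pyruvate, 5 min, RT) is measured via a resazurin/diaphorase fluorescence readout of residual NADH.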
# GRP78 ERSR act: induces the endoplasmic reticulum stress response in human glioma cells. U87-MG GRP78 promoter luciferase reporter, 16 h. Potency, µM, inactives show at the highest dose activation, most hits filed as activators. hit rate 0.02% among 420,000. AID 602332; note: potency is the fitted concentration of half-maximal effect; series mostly up to about 76 µM; % of control where 0% means no effect; nearly all actives have a fitted effect of over 35% in size
#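 ERSR induction read as luciferase luminescence (Bright-Glo, 10 min at room temperature) in stably transfected human U87-MG glioma cells exposed to compounds for 16 h, using GRP78 as sensor.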
# USP1 inh: blocks the human USP1/UAF1 deubiquitinase complex | O94782 | recombinant USP1/UAF1, Ub-Rhodamine cleavage fluorescence | Potency, µM (series often up to 57.1 µM), without a hit: at the highest dose activity change, negative = inhibition, most hits filed as inhibitors | hit rate 0.23% among 390,000 | AID 743255; note: potency is the fitted concentration of half-maximal effect; % is set by controls: 0 for no effect and ±100 for the full control effect; nearly all actives have a fitted effect of over 60% in size; inactives centre near -12
#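 USP1/UAF1 complex (1 nM) preincubated 15 min at room temperature with compound, then Ub-Rho substrate (150 nM final) added. Kinetic fluorescence at 480/540 nm over 6 reads at 60 s intervals; 50 mM HEPES pH 7.8, 0.5 mM EDTA, 0.1 mg/ml BSA, 1 mM TCEP, 0.01% Tween-20.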
# PI4K2A block: inhibitors of human PI4K2A; purified PI4K2A, ADP-Glo luminescence, 1 h; hits give low values; Q9BTU6; hit rate 0.13% among 420,000; activity change, negative = inhibition, % at 76.9 µM; in the data active = activity change below about -50%; inconclusive = mostly about -30% to -49%;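 note: -100% = wells without enzyme as full effect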
# Target sequence (Q9BTU6 whole entry, looked up): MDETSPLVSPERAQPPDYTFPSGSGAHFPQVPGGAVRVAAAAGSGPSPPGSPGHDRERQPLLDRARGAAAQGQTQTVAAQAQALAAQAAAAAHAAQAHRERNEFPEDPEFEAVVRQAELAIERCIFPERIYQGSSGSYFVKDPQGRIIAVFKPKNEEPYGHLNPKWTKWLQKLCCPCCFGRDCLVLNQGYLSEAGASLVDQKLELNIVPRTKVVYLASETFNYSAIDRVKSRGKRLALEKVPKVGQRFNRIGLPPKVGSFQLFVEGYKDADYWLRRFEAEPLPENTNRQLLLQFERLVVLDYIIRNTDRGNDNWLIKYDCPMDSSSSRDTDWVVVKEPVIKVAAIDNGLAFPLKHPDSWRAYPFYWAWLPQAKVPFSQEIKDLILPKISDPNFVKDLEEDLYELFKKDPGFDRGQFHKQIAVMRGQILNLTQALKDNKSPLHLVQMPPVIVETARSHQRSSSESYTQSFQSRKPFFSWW
#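 PI4K2A activity was measured by ADP-Glo luminescence: enzyme (4 ug/mL stock) and phosphatidylinositol (1.2 mM stock) in Tris pH 7.5/MgCl2/EGTA/Triton X-100 buffer were reacted with ATP (300 microM stock) for one hour at ambient temperature.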
# * = called active by the depositor; ? = inconclusive; nt = no result given; & = joins results of further samples; ! = repeats disagree; [ ] = remark or other dose. Unless noted, calls come from the whole dose curve; as a rule, active = well fitted curve in the direction sought with a large enough effect; inconclusive = small, poorly fitted or top-dose-only effect, or another doubt; inactive = no such curve, though single readings can be large; an effect the other way counts as inactive or inconclusive.
Compound,TrxR1 substrate,Vif-APOBEC3G blk,mIDH1 inhibitor,PI4K2A block,LDHA inh,Vif-APOBEC3F blk,GRP78 ERSR act,RXFP1 ag,USP1 inh
Cc1ccnc(-n2c(-c3ccccc3)nc3ccccc3c2=O)c1,8.4%[57.1 µM],-0.7%,3.5%,1.1,-6.8,-3.4%,-1.5%,1.4%,-7.1%
CCCCn1nc(C)c(C(=O)O)c1Cl,-6.5%,-5.5%,2.9%,7.1,-4.1,4.7%,0.7%,0.0%,-7.0%
CC(=O)c1cc(C(C)=O)c(C)[n+](C)c1C,-2.6%[57.1 µM],-0.3%,6.1%,-5.2,18.2,3.5%,-12.1%,-1.3%,-15.7%
CC(=O)OC1(c2ccccc2)CC(C(C)(C)C)CN(C(C)(C)C)C1 (configuration not stated),-1.7%,3.7%,1.2%,3.5,-5.0,4.2%,-5.0%,0.8%,0.2%
S=C(NCCc1ccccc1)N1Cc2ccccc2-n2nncc2C1,nt,-5.5%,20.0%,4.2,-36.4*,-1.4%,-1.2%,nt,-24.2%
COc1cccc(-c2cc(C(F)(F)F)n3nc(C(=O)N4CCC5(CC4)OCCO5)cc3n2)c1,1.5%,-0.9%,4.3%,-0.3,-4.4,-9.3%,-3.6%,1.8%,?
Cc1ccccc1-c1nc2ccccc2c(=O)n1C,9.0%[57.1 µM],3.4%,1.4%,0.6,-6.3,1.6%,-4.7%,0.2%,-15.9%
S=C=Nc1ccccn1,-1.3%,-1.1%,-0.7%[38.3 µM],-0.5,-2.2,-10.3%,1.0%,2.5%,-25.6%
CC(C)(C)c1ccc(CN2C(=O)CN=C(c3ccccc3)c3ccccc32)cc1,-3.8%,0.3%,-0.2%,0.7,0.9,-8.6%,-2.9%,-1.2%,-16.6%
Cn1cccc1/C=C1\C(=O)NC(=O)N(Cc2ccccc2)C1=O,-3.0%,-12.1%,7.3%,-1.4,1.8,-13.6%,-4.9%,1.4%,-13.3%
Cc1ccc(N2C(=O)NC(=O)/C(=C/c3ccoc3)C2=O)cc1,-6.4%[57.1 µM],?,5.1%,-23.9,3.7,?,-0.8%,-3.2%,?
CN(C)[C@@H]1C(=O)C(C(N)=O)=C(O)[C@@]2(O)C(=O)C3=C(O)c4c(O)cccc4[C@@](C)(O)[C@H]3[C@H](O)[C@@H]12,0.9%&-10.8%,?,10.8%&15.1%,-62.9*!,-13.9&-12.1,-14.4%&8.0%,-1.0%&-4.3%&-4.6%,3.3%&-0.4%&-0.6%,?
CCN1CCN(C(=O)COc2ccc3oc4c(c3c2)CCCC4)CC1,-1.4%,3.0%,10.5%,1.8,-1.4,5.1%,-4.8%,nt,-17.0%
Cc1ccc(C(=O)N2c3ccccc3Sc3ccccc32)cc1,nt,?,nt,4.4,-2.1,nt,-1.8%,nt,nt
C=CCn1c(O)c(C(C)=NCc2cc(OC)cc(OC)c2)c(=O)[nH]c1=O,-2.4%,-3.1%,7.5%,0.6,-3.3,nt,-3.2%,2.0%,-7.0%
CCOC(=O)C1(Cc2ccc(Cl)cc2)CCN(C(C)CCn2cccn2)CC1 (configuration not stated),4.6%,13.0%,0.0%,2.9,-6.5,-19.0%,-5.9%,-1.7%,-22.3%
Cc1cc(/C=C2\C(=O)NC(=O)N(Cc3ccco3)C2=O)c(C)n1-c1ccc(O)cc1,-2.1%,-0.4%,9.7%,?,-2.0,-21.7%,5.2%,-0.4%,-14.2%
CN1CC[C@@]2(C)c3cc(O)ccc3N(C)C2O1 (some centres not stated),2.1%,3.3%,nt,-21.2,23.8,-3.9%,-2.4%,nt,nt
CCOC(=O)C1(CCOc2ccccc2)CCN(Cc2ccc(C)s2)CC1,-3.9%,0.6%,3.3%,-1.3,-4.3,-22.0%,-1.3%,-1.1%,-5.1%
Fc1ccc(CNCCc2ccc3c(c2)OCO3)cc1,1.8%,0.2%,-4.8%,3.4,-10.2,13.7%,-4.9%,3.1%,-9.4%
Nc1ccccc1C(=O)c1ccccc1,2.3%,0.5%,15.8%,-1.9,1.3,0.5%,-1.3%,0.1%,-20.7%
Cc1nn(Cc2ccccc2)c(Cl)c1C(=O)Nc1ccc(OC(F)(F)F)cc1,5.4%,2.8%,1.8%,3.3,-6.6,0.3%,-7.7%,-1.6%,-8.6%
N/C(=N\[N+](=O)[O-])N/N=C/c1ccc(O)cc1,-10.2%,1.8%,7.0%,7.0,5.0,-7.5%,-0.5%,1.1%,-4.6%
C[C@]12C[C@H](O)[C@@H](O)CC1=CCC1C2CC[C@@]2(C)C1CC[C@@H]2O (some centres not stated),-20.6%,6.6%,-6.0%,0.7,-2.2,2.4%,-4.9%,nt,7.3%
O=C1NC(=O)C(CCc2ccccn2)(Cc2cccc(Cl)c2Cl)C(=O)N1c1ccc(Br)cc1 (configuration not stated),-11.6%,-1.5%,1.5%,4.3,-11.4,-1.2%,-2.1%,0.1%,-5.2%
CCOCCCNC(=O)C1c2cc(OC)c(OC)cc2C(=O)N2CCCCC12 (configuration not stated),5.7%,0.4%,0.9%,-1.1,2.1,10.1%,-5.6%,0.1%,-10.1%

# Some of the entries so far, with two lines to a compound:
# Every second line gives: TrxR1 substrate, Vif-APOBEC3G blk, mIDH1 inhibitor, PI4K2A block, LDHA inh, Vif-APOBEC3F blk, GRP78 ERSR act, RXFP1 ag, USP1 inh
> Cc1ccc(C(=O)N2c3ccccc3Sc3ccccc32)cc1
    nt, ?, nt, 4.4, -2.1, nt, -1.8%, nt, nt
> N/C(=N\[N+](=O)[O-])N/N=C/c1ccc(O)cc1
    -10.2%, 1.8%, 7.0%, 7.0, 5.0, -7.5%, -0.5%, 1.1%, -4.6%

# Structures listed so far containing a halogen, in the order listed:
Compound,TrxR1 substrate,Vif-APOBEC3G blk,mIDH1 inhibitor,PI4K2A block,LDHA inh,Vif-APOBEC3F blk,GRP78 ERSR act,RXFP1 ag,USP1 inh
CCCCn1nc(C)c(C(=O)O)c1Cl,-6.5%,-5.5%,2.9%,7.1,-4.1,4.7%,0.7%,0.0%,-7.0%
COc1cccc(-c2cc(C(F)(F)F)n3nc(C(=O)N4CCC5(CC4)OCCO5)cc3n2)c1,1.5%,-0.9%,4.3%,-0.3,-4.4,-9.3%,-3.6%,1.8%,?
CCOC(=O)C1(Cc2ccc(Cl)cc2)CCN(C(C)CCn2cccn2)CC1 (configuration not stated),4.6%,13.0%,0.0%,2.9,-6.5,-19.0%,-5.9%,-1.7%,-22.3%
Fc1ccc(CNCCc2ccc3c(c2)OCO3)cc1,1.8%,0.2%,-4.8%,3.4,-10.2,13.7%,-4.9%,3.1%,-9.4%
Cc1nn(Cc2ccccc2)c(Cl)c1C(=O)Nc1ccc(OC(F)(F)F)cc1,5.4%,2.8%,1.8%,3.3,-6.6,0.3%,-7.7%,-1.6%,-8.6%
O=C1NC(=O)C(CCc2ccccn2)(Cc2cccc(Cl)c2Cl)C(=O)N1c1ccc(Br)cc1 (configuration not stated),-11.6%,-1.5%,1.5%,4.3,-11.4,-1.2%,-2.1%,0.1%,-5.2%

# Only part of the results is shown. The share of hits here may be higher or lower than overall.
